15-hLO-2 inh: 15-hLO-2 (ALOX15B) enzyme inhibition; Potency, µM (titrated, usually from 57.1 µM), for the others: at the top dose activity change, negative = inhibition, hits mostly inhibitors; 110,000 tested, 0.56% active; O15296; purified 15hLO-2, xylenol orange hydroperoxide absorbance; AID 881; further: potency means the concentration at half of the fitted maximal effect; nearly all actives have a fitted effect of over 60% in size; many of its hits are not listed in these tables
Target sequence (O15296 whole entry, looked up): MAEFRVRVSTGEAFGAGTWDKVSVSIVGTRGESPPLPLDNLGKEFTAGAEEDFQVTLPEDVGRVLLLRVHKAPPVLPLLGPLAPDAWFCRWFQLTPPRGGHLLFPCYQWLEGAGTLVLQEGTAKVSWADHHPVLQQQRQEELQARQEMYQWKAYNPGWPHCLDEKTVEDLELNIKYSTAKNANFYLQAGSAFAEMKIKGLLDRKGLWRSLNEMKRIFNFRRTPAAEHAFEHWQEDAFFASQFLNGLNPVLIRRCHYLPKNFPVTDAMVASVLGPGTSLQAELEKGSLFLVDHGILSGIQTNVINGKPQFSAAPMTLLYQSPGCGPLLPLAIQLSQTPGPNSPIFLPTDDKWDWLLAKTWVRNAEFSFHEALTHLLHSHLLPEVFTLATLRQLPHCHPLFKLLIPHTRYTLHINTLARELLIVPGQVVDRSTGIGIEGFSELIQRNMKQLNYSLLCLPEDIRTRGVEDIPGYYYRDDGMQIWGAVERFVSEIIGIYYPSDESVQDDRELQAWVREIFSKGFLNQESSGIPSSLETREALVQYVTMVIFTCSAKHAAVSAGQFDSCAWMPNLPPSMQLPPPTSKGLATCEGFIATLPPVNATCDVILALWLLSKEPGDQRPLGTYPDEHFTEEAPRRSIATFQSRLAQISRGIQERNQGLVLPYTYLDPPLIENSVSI
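Screening format was qHTS against 50 nM purified 15hLO-2 in Hepes pH 7.5 with detergent. Activity follows hydroperoxide formation from 45 uM arachidonic acid, measured as 573:405 nm absorbance ratio of the ferric-xylenol orange complex.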
PNC assembly inh: inhibitors of perinucleolar compartment assembly | PC3M PTB-GFP, PNC prevalence imaging, 16 h; hits give low values | activity change (PNC), negative = inhibition, % at 10 µM | AID 2417 | 140,000 tested, 3.1% active;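 active means readout at or below -70, meaning at least 70% loss of cells showing the perinucleolar compartment, a nuclear body marking cancer cells; inconclusive means readout between -30 and a set limit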;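 further: plate controls were DMSO wells for no effect and camptothecin positive control wells for full effect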
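Compounds are pinned in duplicate onto adhered PC3M cells stably expressing GFP-tagged PTB and incubated 16 h at 37 C. Cells are then fixed, nuclei stained with Hoechst, and PNC-positive cells counted.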
IMPase inh: cell-permeable inhibitors of inositol monophosphatase (IMPase); P97697; CHO-M1 cells, IP1 accumulation, HTRF TR-FRET ratio; inhibition (IP1 accumulation), % at 46.1 µM; 120,000 tested, under 10 active; active means well fitted curve in the direction sought with a large enough effect in the signal ratio, not every such curve was filed as active; inconclusive means small, poorly fitted or top-dose-only effect, or a change in a side signal; inactive means no such curve, though single readings can be large or run the other way; the % refers to the signal ratio;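 further: cells stimulated with carbachol in lithium chloride buffer; plate controls were DMSO basal wells for no effect and reference inhibitor wells for full effect; higher means more IMPase inhibition seen as more IP1 and lower FRET ratio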
Target sequence (P97697 whole entry, looked up): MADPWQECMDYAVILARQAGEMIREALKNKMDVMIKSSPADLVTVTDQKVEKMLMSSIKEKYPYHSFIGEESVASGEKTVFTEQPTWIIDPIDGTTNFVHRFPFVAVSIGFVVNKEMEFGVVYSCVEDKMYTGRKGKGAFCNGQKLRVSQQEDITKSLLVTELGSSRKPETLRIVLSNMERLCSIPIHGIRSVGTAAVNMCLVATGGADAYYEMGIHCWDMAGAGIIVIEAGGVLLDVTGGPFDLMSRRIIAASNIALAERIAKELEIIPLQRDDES
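Cellular IMPase inhibition is scored as a rise in cytosolic IP1, detected by competitive TR-FRET between d2-labelled IP1 and a europium anti-IP1 antibody. M1-expressing CHO cells were stimulated with carbachol for 30 min at 37C, with lithium (50 mM LiCl) present in the buffer.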
ALOX12 inhib: inhibitors of human 12-lipoxygenase (ALOX12) | P18054 | purified 12-hLO, xylenol orange hydroperoxide absorbance | Potency, µM (series often up to 57.1 µM), for inactives: at the highest dose activity change, negative = inhibition, most hits filed as inhibitors | 150,000 tested, 0.12% active; further: potency means the concentration at half of the fitted maximal effect; nearly all actives have a fitted effect of over 55% in size; many of its hits are not listed in these tables
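150 nM 12hLO, 25 mM Hepes pH 7.0 + 0.01% Triton X-100; cpd preinc 15 min RT; 40 uM arachidonic acid, 30 min RT; Fe-XO 30 min; A573/A405 ratio as read-out.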
The depositor's hits bear a star; ? = inconclusive; · = not tested or not shown; [ ] = dose if it differs, or a comment. Unless noted, the call rests on the fitted dose curve; in most records, active means well fitted curve in the direction sought with a large enough effect; inconclusive means small, poorly fitted or top-dose-only effect, or another doubt; inactive means no such curve, though single readings can be large; an effect the other way counts as inactive or inconclusive. Unless noted, on the % scale 0 is the no-effect control and ±100 the full control effect.

Start of the listing, in advance:
Field names – A = 15-hLO-2 inh; B = PNC assembly inh; C = IMPase inh; D = ALOX12 inhib
> C[C@H]1CCCC2(CC[N+](C)(CCC[N+](C)(C)C)CC2)C1 (stereo partly drawn)
  A = -2%[11.4 µM] | B = · | C = · | D = 1%[11.4 µM]

> CCCC(=O)NC(NC(=S)Nc1ccc(N=Nc2ccccc2)cc1)C(Cl)(Cl)Cl (stereo not drawn)
  A = · | B = ? | C = 14 | D = -3%

> CCOc1ccc(/C=C/C(=O)NCc2ccccc2)cc1
  A = · | B = ? | C = · | D = 2%

> O=C(Nc1cccc(C(F)(F)F)c1)C1CCN(S(=O)(=O)c2cnc[nH]2)CC1
  A = 6% | B = ? | C = 5 | D = 7%

> CCOc1cccc(N(C(=O)C2COc3ccccc3O2)C(C(=O)NC2CCCCC2)c2ccc(O)cc2)c1 (stereo not drawn)
  A = · | B = -27 | C = 0 | D = -8%

> COc1ccc(C)cc1NC(=O)C(OC(=O)c1ccc([N+](=O)[O-])o1)c1ccccc1 (stereo not drawn)
  A = · | B = 20 | C = · | D = 1%

Results, from the start:
Field names – A = 15-hLO-2 inh; B = PNC assembly inh; C = IMPase inh; D = ALOX12 inhib
> C[C@H]1CCCC2(CC[N+](C)(CCC[N+](C)(C)C)CC2)C1 (stereo partly drawn)
  A = -2%[11.4 µM] | B = · | C = · | D = 1%[11.4 µM]

> CCCC(=O)NC(NC(=S)Nc1ccc(N=Nc2ccccc2)cc1)C(Cl)(Cl)Cl (stereo not drawn)
  A = · | B = ? | C = 14 | D = -3%

> CCOc1ccc(/C=C/C(=O)NCc2ccccc2)cc1
  A = · | B = ? | C = · | D = 2%

> O=C(Nc1cccc(C(F)(F)F)c1)C1CCN(S(=O)(=O)c2cnc[nH]2)CC1
  A = 6% | B = ? | C = 5 | D = 7%

> CCOc1cccc(N(C(=O)C2COc3ccccc3O2)C(C(=O)NC2CCCCC2)c2ccc(O)cc2)c1 (stereo not drawn)
  A = · | B = -27 | C = 0 | D = -8%

> COc1ccc(C)cc1NC(=O)C(OC(=O)c1ccc([N+](=O)[O-])o1)c1ccccc1 (stereo not drawn)
  A = · | B = 20 | C = · | D = 1%

> c1nnc2c3c4c(sc3ncn12)CCC4
  A = 4% | B = 21 | C = -1 | D = -6%

> COc1ccc(-c2nn(C)c(=O)c3ccccc23)cc1NC(=O)COc1ccccc1
  A = 1% | B = -5 | C = 0 | D = -3%

> CCOC(=O)N1CCN(S(=O)(=O)c2ccc3c(c2)OCC(=O)N3)CC1
  A = -10% | B = -2 | C = -2 | D = -7%

> CCN1C=C(C(=O)OC)C(c2cccc(C)c2)C(C(=O)OC)=C1
  A = 5% | B = -80* | C = 2 | D = -4%

> NC1=NC(c2cccc(O)c2)n2c(nc3ccccc32)N1 (stereo not drawn)
  A = 2% | B = -20 | C = 1 | D = 2%

> O=C(NNc1c2ccccc2nc2ccccc12)c1ccc(O)cc1
  A = · | B = ? | C = 14 | D = -9%

> CCOC(=O)C1=C(N)N(c2ccccc2)C(=O)C1
  A = -3% | B = 13 | C = 3 | D = 6%

> O=C(CSc1ccccc1C(=O)O)NCc1ccc(Cl)cc1
  A = · | B = 34 | C = · | D = 0%

> CC1CC(C)CN(CC(O)COc2ccc3c(c2)CCC3)C1 (stereo not drawn)
  A = · | B = -7 | C = · | D = 3%

Later entries.
Field names – A = 15-hLO-2 inh; B = PNC assembly inh; C = IMPase inh; D = ALOX12 inhib
> CC(C(=O)Nc1ccc(N2CCOCC2)cc1)N1C(=O)c2ccccc2C1=O (stereo not drawn)
  A = 0% | B = ? | C = 5 | D = -7%

> CCOc1ccc(N(CC(=O)NC(C)(C)C)C(=O)c2ccco2)cc1
  A = 11% | B = -11 | C = -11 | D = 0%

> O=C(Cc1ccc(F)cc1)OCC(=O)c1cc2ccccc2o1
  A = 2% | B = 20 | C = -10 | D = -14%

> COc1cc(/C=N/NC(=O)C(=O)NCc2cccnc2)ccc1O
  A = · | B = ? | C = · | D = -2%

> CN1CCN(c2oc(COc3ccc(-c4ccccc4)cc3)nc2C#N)CC1
  A = 3% | B = ? | C = 3 | D = 3%

> CCCCn1cnc2cc(NCc3cccc(OC)c3O)ccc21
  A = 23% | B = 12 | C = -7 | D = -7%

> O=C(NCCc1ccc(Cl)cc1)C1CCCN(S(=O)(=O)c2cnc[nH]2)C1 (stereo not drawn)
  A = 4% | B = ? | C = 5 | D = 3%

> N=C1C=CC=C2C1=NC1(CCCCC1)N2O
  A = -15% | B = ? | C = ? | D = -6%

> CCOC(=O)c1sc(=S)n(-c2ccc3c(c2)OCO3)c1N
  A = -23% | B = 27 | C = -3 | D = -2%

> CC(=O)c1ccc(NC2OC(C)C(O)C(O)C2O)cc1 (stereo not drawn)
  A = 1% | B = -18 | C = 4 | D = 3%

> CCOc1ccc(NS(=O)(=O)c2ccc3[nH]cc(C(=O)NC(C)CC)c(=O)c3c2)cc1 (stereo not drawn)
  A = 14% | B = ? | C = 7 | D = -1%

> COc1ccc2nc(C(F)(F)C(F)(F)F)c(C#N)c(N)c2c1
  A = 6% | B = 11 | C = -9 | D = -20%

> O=C(CNC(=O)c1ccco1)NCCCc1ccccc1
  A = 16% | B = -9 | C = 1 | D = 2%

> COC(=O)c1ccc(Cl)cc1NC(=O)/C=C/c1ccc(C)o1
  A = · | B = -124* | C = · | D = -1%

> O=C1CC(N(Cc2cccs2)C(=O)Nc2ccccc2)C(=O)N1c1ccc(Cl)cc1 (stereo not drawn)
  A = · | B = 9 | C = -5 | D = -17%

Next section:
Field names – A = 15-hLO-2 inh; B = PNC assembly inh; C = IMPase inh; D = ALOX12 inhib
> Cc1nn(CC(O)COc2ccc3c(c2)CCC3)c(C)c1Br (stereo not drawn)
  A = -25% | B = 48 | C = 0 | D = 3%

> CC/C(=N/O)c1cnnc(SC)n1
  A = · | B = 17 | C = · | D = -3%

> Cn1nc(-c2ccccc2)c(C(O)c2ccccc2C(F)(F)F)c1Cl (stereo not drawn)
  A = 3% | B = ? | C = -4 | D = 2%

> O=C(/C=C/c1ccc(F)cc1)NCc1ccco1
  A = · | B = 11 | C = · | D = -20%

> CCn1c(C(O)c2ccc(C)cc2)nc2ccccc21 (stereo not drawn)
  A = 35%[activator] | B = 6 | C = 4 | D = -9%

> CC(NS(=O)(=O)c1ccc(F)cc1)C(c1cccs1)N1CCOCC1 (stereo not drawn)
  A = · | B = 59 | C = · | D = 4%

> O=c1c(-c2ccnn2-c2ccccc2F)cnc2n1CCS2
  A = -7% | B = -10 | C = 11 | D = -4%

> Cc1cccc(NC(=O)c2sc3nc4c(c(-c5ccco5)c3c2N)CCC4)c1
  A = -9% | B = ? | C = 2 | D = -21%

> O=C(CSc1nnc(Cn2cnc3ccccc32)o1)c1ccccc1
  A = 2%[2.29 µM] | B = ? | C = 11 | D = -1%

> COc1cccc(/C=C/C(=O)OCC(=O)Nc2ccc(S(=O)(=O)N3CCCC3)cc2)c1
  A = · | B = 43 | C = · | D = 1%

> COCc1nnc(NC(=O)c2ccc(S(=O)(=O)N(C)c3ccccc3)cc2)o1
  A = -1% | B = ? | C = -7 | D = -4%

> Cc1csc(NC(=O)CSCC(=O)Nc2ccccc2)n1
  A = 2% | B = -29 | C = 8 | D = -1%

> CCOC(=O)Cn1nnnc1CN(Cc1ccc(OC)cc1)Cc1cc2cc(C)cc(C)c2[nH]c1=O
  A = 26% | B = 32 | C = -8 | D = -1%

> CC1(C)Cc2ccccc2-c2nc(CN3CCOCC3)[nH]c(=O)c21
  A = -2% | B = 21 | C = 4 | D = -6%

> CCOC(=O)C1=C(C)N=c2s/c(=C/c3ccco3)c(=O)n2C1c1cccc(OC)c1 (stereo not drawn)
  A = ? | B = -6 | C = 8 | D = ?

Additional results
Field names – A = 15-hLO-2 inh; B = PNC assembly inh; C = IMPase inh; D = ALOX12 inhib
> CCC(CC)C(=O)Nc1cc(C(=O)OC)ccc1C(=O)OC
  A = · | B = ? | C = · | D = 3%

> CC(C)CC(c1nnnn1C(C)C)N1CCN(c2cccc(Cl)c2)CC1 (stereo not drawn)
  A = 10% | B = ? | C = -1 | D = -3%

> O=C(C1COc2ccccc2O1)N1CCc2ccccc2C1 (stereo not drawn)
  A = · | B = ? | C = -11 | D = 1%

> O=C(N/N=C/c1cc([N+](=O)[O-])ccc1O)/C(=C\c1cccs1)NC(=O)c1ccccc1
  A = · | B = 25 | C = · | D = -3%

> CCOC(=O)C1CCN(S(=O)(=O)c2ccc(OCC(=O)OC)cc2)CC1
  A = 0% | B = ? | C = 3 | D = -1%

> COc1ccccc1N1CCN(C(=O)CCCN2C(=O)c3cccc4cccc(c34)C2=O)CC1
  A = · | B = -19 | C = -11 | D = 2%

> Cc1ccc(-c2c3c(nc4sc(C(N)=O)c(N)c24)CCC3)cc1
  A = -1% | B = 70 | C = -8 | D = 2%

> Cc1ccc2c(Cl)c(C(=O)NCCCn3ccnc3)sc2c1
  A = · | B = -4 | C = 7 | D = -4%

> COCc1nnc(NC(=O)CCCOc2ccccc2)s1
  A = 0% | B = -27 | C = 5 | D = -2%

> COc1ccc(C2SCC(=O)N2C)cc1 (stereo not drawn)
  A = 1% | B = 37 | C = -4 | D = 2%

> Cc1cccc(C)c1N1CCc2cn[nH]c21
  A = 36%[activator] | B = 29 | C = -5 | D = 6%

> CCOC(=O)Nc1ccc(S(=O)(=O)NCCCN2CCOCC2)cc1
  A = 1% | B = 16 | C = -1 | D = 3%

> CC1=C(C(=O)OCC(C)C)C(c2ccsc2)NC(=O)N1 (stereo not drawn)
  A = -2% | B = -1 | C = 2 | D = -2%

> CCN(CC)C(=O)CSC1=Nc2ccccc2C2=NC(c3ccccc3)C(=O)N12 (stereo not drawn)
  A = -3% | B = -20 | C = -10 | D = -4%

> O=C(O)c1ccc(NC(=O)C2(c3ccccc3)CCOCC2)cc1
  A = -1% | B = ? | C = -12 | D = 1%

Continued.
Field names – A = 15-hLO-2 inh; B = PNC assembly inh; C = IMPase inh; D = ALOX12 inhib
> CCn1c(Cc2cccc3ccccc23)nnc1SCC(=O)Nc1nccs1
  A = · | B = -100* | C = -2 | D = -2%

> CC1=CC(C)(C)N(C(=O)CSc2nnc(-c3ccccc3)o2)c2ccc(C)cc21
  A = 8% | B = 30 | C = 13 | D = -6%

> Cc1cc(C)c(C#N)c(Oc2ccc(O)cc2)n1
  A = -2% | B = -19 | C = 4 | D = 3%

> CCc1nc(SCC(=O)c2cccc([N+](=O)[O-])c2)n[nH]1
  A = · | B = 21 | C = · | D = -2%

> O=C(CNS(=O)(=O)c1ccc(Br)s1)NCc1ccc2c(c1)OCO2
  A = 7% | B = 2 | C = ? | D = -12%

> COc1cc2nc(C3CCC3)n(NC(=O)C3CCC3)c(=O)c2cc1OC
  A = -6% | B = -19 | C = 1 | D = -5%

> CCn1c(C)nc2cc(C(=O)N=Nc3c(O)[nH]c4ccccc34)ccc21
  A = · | B = -93* | C = · | D = 0%

> CCOC(=O)CNC(=S)N(Cc1cccs1)C1CCCC1
  A = · | B = -17 | C = · | D = 0%

> CCCOc1ccc(C(=O)Nc2c[nH]c(=O)[nH]c2=O)cc1
  A = · | B = ? | C = -7 | D = 3%

> CCOc1ccc(CCNC(=O)C2CCN(S(=O)(=O)N3CCCCC3)CC2)cc1OCC
  A = · | B = 84 | C = · | D = -1%

> COc1cc(NC(=O)Cc2ccccc2OC)cc(OC)c1
  A = 7%[2.29 µM] | B = 8 | C = 1 | D = 2%

> O=[N+]([O-])c1ccc(N2CCN(S(=O)(=O)c3ccccc3[N+](=O)[O-])CC2)cc1NCc1cccnc1
  A = · | B = 34 | C = · | D = -1%

> CCOc1cc(NC(=S)NCC(C)C)c(OCC)cc1NC(=O)c1cccs1
  A = -10% | B = ? | C = 6 | D = -1%

> Cc1cnn(-c2cc(N/N=C/c3ccccc3F)ncn2)c1
  A = -3% | B = -3 | C = 13 | D = 0%

> CCOC(=O)C(NC(C)=O)(Nc1ccc(S(=O)(=O)Nc2onc(C)c2C)cc1)C(F)(F)F (stereo not drawn)
  A = 5% | B = 34 | C = 2 | D = 0%

Screens from PubChem.

An excerpt (hit frequency here may not be typical).
